# Bioassay records deposited in PubChem by National Center for Advancing Translational Sciences (NCATS).
# S-ASM inh: human S-ASM enzyme inhibition | Potency, µM (highest dose often 57.5 µM), inactives show top-dose activity change, negative = inhibition, hits mostly inhibitors | placental ASM, HMU-PC fluorogenic substrate, 60 min | AID 504937 | 340,000 tested, 0.006% active; further: potency means the concentration at half of the fitted maximal effect
# Target sequence (P17405 47-631 limits assumed): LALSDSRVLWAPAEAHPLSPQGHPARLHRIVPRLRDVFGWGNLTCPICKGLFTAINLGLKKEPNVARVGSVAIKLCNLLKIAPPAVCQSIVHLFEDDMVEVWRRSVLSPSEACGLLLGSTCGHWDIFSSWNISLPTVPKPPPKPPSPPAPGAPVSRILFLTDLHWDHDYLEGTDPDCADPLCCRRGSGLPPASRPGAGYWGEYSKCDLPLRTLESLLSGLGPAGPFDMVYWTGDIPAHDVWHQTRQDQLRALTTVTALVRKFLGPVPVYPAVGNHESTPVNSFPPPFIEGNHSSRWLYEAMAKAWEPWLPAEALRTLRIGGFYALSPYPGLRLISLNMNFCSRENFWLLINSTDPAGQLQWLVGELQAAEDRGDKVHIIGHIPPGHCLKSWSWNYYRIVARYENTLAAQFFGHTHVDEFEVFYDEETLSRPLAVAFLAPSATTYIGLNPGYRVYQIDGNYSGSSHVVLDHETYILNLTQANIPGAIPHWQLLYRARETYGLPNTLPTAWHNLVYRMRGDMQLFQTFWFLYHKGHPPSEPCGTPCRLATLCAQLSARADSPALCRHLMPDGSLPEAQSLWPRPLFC
#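 Human placenta-derived ASM preincubated with compound 10 min at room temperature, then reacted with 9 uM (final) fluorogenic HMU-PC substrate for 60 min at 37 C. Stop solution raises pH to 10; fluorescence read at Ex 386/Em 447 nm.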
# FBPA coupling cs: coupling enzyme interference in Giardia aldolase counter-screen; AID 2472; activity change, negative = inhibition, % at 58.2 µM, hits read low; coupling enzyme system counterscreen, AmpLite Red fluorescence; 290,000 tested, 0.67% active; in the data active means activity change below about -30%; further: on the % scale 0 is the no-effect control and ±100 the full control effect
#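 Counterscreen lacking aldolase: glyceraldehyde-3-phosphate coupling-enzyme reagent preincubated 10 min at RT with compound (at 57.5 uM final), then substrate/coupling system with AmpLite Red added; fluorescence read at 525/598 nm after 20 min RT.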
# Tb PFK block: blocks T. brucei phosphofructokinase; O15648; T. brucei PFK, ADP-Glo luminescence; Potency, µM (top dose mostly 57.5 µM), without a hit: top-dose activity, negative = inhibition, hits mostly inhibitors; 330,000 tested, 0.17% active;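 further: potency means the concentration at half of the fitted maximal effect; 0% = uninhibited 1x PFK enzyme wells and -100% = no-enzyme wells; nearly all actives have a fitted effect of over 60% in size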
#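 In TEA buffer at pH 8.0 with 5 mM MgCl2, enzyme (1.25 nM) converted F6P (0.5 mM) and ATP (0.1 mM) for 45 min at room temperature. ADP product was read by luciferase luminescence.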
# PTAP TSG101 blk: blocks PTAP/TSG101 interaction to inhibit HIV-1 budding. Q99816. Fluorescence polarization, FITC-PTAP peptide / Tsg101 binding. Potency, µM (doses to about 115 µM), without a hit: top-dose activity change, negative = inhibition, most hits filed as inhibitors. 340,000 tested, under 10 active. AID 493005; active means well fitted inhibition curve with a large enough effect in the main read-out, with a control signal flat, not every such curve was filed as active; inconclusive means small, poorly fitted or top-dose-only effect, or effect the other way, or a change in a side signal; inactive means no such curve, though single readings can be large or run the other way; further: potency means the concentration at half of the fitted maximal effect; % of control where 0% means no effect
#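 Fluorescence polarization binding of Tsg101 binding domain (10 uM final) to FITC-labeled PTAP peptide (50 nM final) in HEPES pH 7.5 buffer with NaCl, Tween 20, EDTA, TCEP. Compounds added before peptide; binding 20 min at RT.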
# Menin MLL FP TR: displaces Texas Red mutant MLL peptide from human menin. O00255. Menin + Texas Red MLL mutant peptide, fluorescence polarization. Potency, µM (highest dose often 61.6 µM), without a hit: at the highest dose FP activity change, negative = inhibition, hits mostly inhibitors. 270,000 tested, 0.23% active. AID 1768; active means well fitted inhibition curve with a large enough effect in the polarisation, with a control signal flat, not every such curve was filed as active; inconclusive means small, poorly fitted or top-dose-only effect, or effect the other way, or a change in a side signal; inactive means no such curve, though single readings can be large or run the other way; the % refers to the polarisation; further: potency means the concentration at half of the fitted maximal effect; % of control where 0% means no effect; many of its hits are not listed in these tables
# a7 integrin act: activators of alpha7 integrin expression for muscular dystrophy; 350,000 tested, 0.064% active; Potency, µM (top dose mostly 38.3 µM), inactives show at the highest dose activation, usual class: activators; AID 624291; alpha7betagal myoblasts, beta-gal FDG fluorescence, 48 h;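 further: potency means the concentration at half of the fitted maximal effect; 100% = response of the positive control SU9516; nearly all actives have a fitted effect of over 60% in size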
#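 alpha7betagal+/- myoblasts (passage 13, 250/well) treated 48 h at 37C with compounds at 1:260 dilution of DMSO stock. Lysed, then beta-galactosidase activity read as FDG fluorescence (ex 480/em 540) after 30 min, with pre-read for autofluorescence.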
# PKM2 activator: activators of human pyruvate kinase M2; P14618; purified PKM2, Kinase-Glo ATP luminescence, activation; response scale: 0% is enzyme alone, no compound; Potency, µM (top dose mostly 57.5 µM), inactives show at the top dose activation, most hits filed as activators; 260,000 tested, 0.34% active; AID 1631; further: potency means the concentration at half of the fitted maximal effect; on the % scale 0 is the no-effect control and ±100 the full control effect; nearly all actives have a fitted effect of over 55% in size
#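 ATP formation by purified human PK-M2, quantified via coupled luciferase luminescence after 1 h at room temperature with 0.1 mM ADP and 0.5 mM PEP final.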
# Giardia killer: Giardia lamblia killing | activity change, % at 7.66 µM, hits read low | 340,000 tested, 0.15% active | AID 540267 | Giardia lamblia trophozoite viability; in the data active means activity change below about -80%; inconclusive means between about -30% and that limit;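 further: parasites exposed to compound for two days anaerobically before the ATP read; on the % scale 0 is the no-effect control and ±100 the full control effect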
#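 Trophozoites 100 cells/well + cpd; 48 hrs, 37 deg C, anaerobic. ATPLite 1-Step added, 15-30 min RT, luminescence read (ATP-based viability).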
# GALK inh: galactokinase (human) inhibition. P51570. Purified GALK, Kinase-Glo residual ATP luminescence. Potency, µM (doses to about 57.5 µM), for the others: top-dose activity change, negative = inhibition, usual class: inhibitors. 270,000 tested, 0.007% active; further: potency means the concentration at half of the fitted maximal effect; on the % scale 0 is the no-effect control and ±100 the full control effect
#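 Kinase-Glo Plus luminescence measured ATP left after a 1 h room-temperature reaction. The reaction used 5 nM GALK, 100 uM galactose and 35 uM ATP at pH 8.0 (20 mM HEPES, 5 mM MgCl2, 60 mM NaCl, 1 mM DTT, 0.01% BSA).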
# BCR signal inh: inhibitors of chronic active B-cell receptor signaling; Potency, µM (highest dose often 46.1 µM), without a hit: at the highest dose ratio change, negative = lower green/red ratio, actives largely listed as inhibitors; 340,000 tested, 0.05% active; ABC-DLBCL IkBa-CBG/CBR reporter, luminescence ratio, 4 h; active means well fitted inhibition curve with a large enough effect in the signal ratio, with a control signal flat, not every such curve was filed as active; inconclusive means small, poorly fitted or top-dose-only effect, or effect the other way, or a change in a side signal; the % refers to the signal ratio;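 further: potency means the concentration at half of the fitted maximal effect; plate controls were basal doxycycline-induced cells for no effect and cells given 10 µM MG132 for full effect; MG132 reads +100%, hits lower the ratio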
#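 TMD8 ABC-DLBCL cells carrying doxycycline-inducible green luciferase fused to IkappaBalpha plus unfused red luciferase were exposed to compounds (up to 46 uM) for 4 hrs at 37C. Activity came from the overlap-corrected green/red luminescence ratio.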
# B2AR arrestin: recruits beta-arrestin to the human beta2-adrenergic receptor. P07550. beta-arrestin recruitment to beta2AR, cell-based reporter. Potency, µM (doses to about 46.1 µM), without a hit: top-dose activation, actives largely listed as activators. 330,000 tested, 0.02% active;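 further: potency means the concentration at half of the fitted maximal effect; 0% = DMSO controls and full agonism = EC100 isoproterenol or metaproterenol; nearly all actives have a fitted effect of over 65% in size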
# Target sequence (P07550 whole entry, looked up): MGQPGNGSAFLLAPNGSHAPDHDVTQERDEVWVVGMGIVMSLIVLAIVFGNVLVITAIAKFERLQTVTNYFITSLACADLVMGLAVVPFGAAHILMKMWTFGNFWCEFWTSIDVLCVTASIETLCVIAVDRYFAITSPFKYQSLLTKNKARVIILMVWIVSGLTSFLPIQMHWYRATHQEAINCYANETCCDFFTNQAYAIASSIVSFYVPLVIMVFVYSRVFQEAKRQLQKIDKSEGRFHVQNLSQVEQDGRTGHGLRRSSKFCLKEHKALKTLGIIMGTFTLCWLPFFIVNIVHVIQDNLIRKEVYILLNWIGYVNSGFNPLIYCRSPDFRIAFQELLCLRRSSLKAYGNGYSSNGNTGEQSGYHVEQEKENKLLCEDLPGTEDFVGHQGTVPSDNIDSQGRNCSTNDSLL
# Numbers without * were called inactive; ? = inconclusive; . = no result given; & = joins results of further samples; [ ] = dose if it differs, or a comment. Unless noted, the call rests on the fitted dose curve; in most records, active means well fitted curve in the direction sought with a large enough effect; inconclusive means small, poorly fitted or top-dose-only effect, or another doubt; inactive means no such curve, though single readings can be large; an effect the other way counts as inactive or inconclusive.
# Order of results: S-ASM inh	a7 integrin act	BCR signal inh	PTAP TSG101 blk	Giardia killer	FBPA coupling cs	PKM2 activator	Tb PFK block	Menin MLL FP TR	B2AR arrestin	GALK inh
O=C(CSc1n[nH]c(=O)[nH]c1=O)Nc1ccc(C(=O)O)cc1
  -1%	?	1%	2%	-2	6	-9%	2%	?	-0.3%	1%
O=C(CSc1nccc(-c2cccs2)n1)Nc1ccc(F)c(Cl)c1
  ?	-2%	-1%	-6%	-9	0	12%	-14%	.	-0.8%	.
Cc1ccc(C(=O)COC(=O)CCN2C(=O)C3C4CC(C(Br)C4Br)C3C2=O)cc1 (stereo unspecified)
  -8%	-8%	?	0%	4	-1	5%	-5%	7%	-0.4%	1%
COc1ccccc1Oc1ccc2c(c1)C(=O)N(CC(=O)O)C2=O
  -2%	23%	0%	-3%	3	14	.	-5%	12%	-0.6%	-1%
CC(Sc1ccc2ccccc2n1)C(=O)O (stereo unspecified)
  0%	-14%	?	-3%	-2	1&0	-10%&-10%	1%&-4%	-6%&7%	-0.6%&0.6%	-1%&-3%
COC(=O)C1=NN(c2ccccc2)C2(S1)S/C(=C\c1ccccc1)C(=O)N2c1ccccc1 (stereo unspecified)
  1%	7%	?	-3%	6	1	-3%	0%	0%	-0.2%	1%
Cc1ccc2c(c1)N=C(c1ccc(F)cc1)CO2
  -3%	5%	2%	0%	7	-2	-22%	2%	0%	-0.3%	3%
CCCCCCCCC/C(=N\O)c1ccccn1
  -13%	-17%	5%	-5%	-17	-1	1%	2%	9%	0.1%	-1%
O=C(NCCc1ccccc1F)C(=O)Nc1nccs1
  1%	13%	?	-2%	16	0	0%	3%	9%	0.5%	-3%
CC(=O)N/C(=C\c1ccccc1)C(=O)OC(C)C(=O)Nc1ccccc1F (stereo unspecified)
  3%	-20%	-13%	-5%	15	.	.	18%	.	-0.1%	.
NC(=O)c1cc([N+](=O)[O-])ccc1NCCc1ccccc1
  -9%	10%	?	0%	-18	-3	?	1%	-8%	-0.3%	-1%
CCCNc1nc2c(c(=O)[nH]c(=O)n2C)n1Cc1ccc(F)cc1
  6%	-14%	12%	-4%	-17	-1	-2%	0%	-11%	5.8%	0%
CC1(C(=O)O)Cc2ccccc2C(=O)O1 (stereo unspecified)
  6%	16%	19%	-6%	-9	1	-2%	4%	-8%	0.1%	2%
CCOC(=O)c1cc2c(nc1C)-c1cc(Cl)cc(Cl)c1OC2O (stereo unspecified)
  4%	-13%	1%	-4%	-14	-2	-5%	-1%	4%	-0.2%	9%
Cc1cc(N=Nc2ccc3ccccc3c2)ccc1O
  -8%	-9%	-10%	0%	-22	0	-4%[11.5 µM]	3%	?	0.5%	-3%
C=C(C)CN(CC)C(=O)CSc1nc(O)cc(=O)n1C1CCCC1
  0%	17%	0%	-1%	-12	1	8%	-3%	-9%	0.1%	10%
C/C(=N\NC(=O)CNC(=O)c1ccco1)c1ccc(Br)cc1
  6%	-18%	-1%	-4%	-23	1	.	-25%	.	-0.5%	-2%
Cc1ccc(S(=O)(=O)N2CCCCC2)cc1C(=O)NCCN1CCOCC1
  0%	-30%	25%	0%	0	.	.	-1%	.	-1.9%	.
CCn1cc(C2=NOC(C(=O)Nc3c(C)nn(Cc4ccc(F)cc4)c3C)C2)c(C)n1 (stereo unspecified)
  10%	-13%	1%	-1%	13	4	0%	-4%	-7%	0.2%	1%
O=C1CC(c2ccc(F)cc2)Cc2nc(NCC3CCCO3)ncc21 (stereo unspecified)
  1%	0%	?	-3%	3	9	-6%	-3%	-18%	-1.2%	0%
O=C(NCc1ccc2c(c1)OCO2)c1cc(=O)[nH]c2ccccc12
  5%	-10%	0%	-1%	-7	1	-4%	1%	.	-0.6%	0%
Cc1nn(CC#N)c(=O)n1-c1ccc(Cl)cc1
  5%	-11%	-2%	0%	-3	1	-1%	-2%	14%	-0.5%	-1%
Cc1ccc(NC(=O)c2cc(S(=O)(=O)N(C)C)ccc2N2CCCC2)cc1S(=O)(=O)N(C)C
  0%	-25%	-7%	-4%	9	.	.	6%	.	0.0%	.
C=CCn1c(NCc2ccc(OC)cc2O)nc2ccccc21
  -1%	5%	-20%	-4%	22	1	6%	-1%	?	-0.3%	2%
Cc1ccc(S(=O)(=O)N2CCN(S(=O)(=O)N3CCCCCC3)CC2)cc1
  0%	?	-3%	-3%	-5	0	2%	1%	?	0.0%	3%
CCOC(=O)C1CCCN(C2CC(=O)N(c3cccc(C(F)(F)F)c3)C2=O)C1 (stereo unspecified)
  2%	17%	17%	-8%	5	0	4%	-1%	12%	-0.2%	0%
N#CCC(=O)Nc1ccc(C(=O)Nc2cccc(S(N)(=O)=O)c2)cc1
  2%	8%	?	-2%	-9	-1	?	6%	.	-0.3%	.
CCN(CC)c1ccc(/C=C(\C#N)C(=O)c2ccc(Br)cc2)cc1
  -29%	12%	-1%	?	-16	0	-5%	4%	?	-0.4%	.
COc1ccc(S(=O)(=O)NCC(c2ccc3c(c2)OCO3)N2CCOCC2)cc1 (stereo unspecified)
  2%	14%	7%	1%	-8	.	.	-6%	.	-0.7%	.
COc1ccc(CNc2cc(C)nc3ccc(OC)cc23)cc1
  8%	-46%	-7%	-1%	-3	1	15%	3%	?	-0.8%	-4%

# The last 4 entries of the section before open the next one.
# Order of results: S-ASM inh	a7 integrin act	BCR signal inh	PTAP TSG101 blk	Giardia killer	FBPA coupling cs	PKM2 activator	Tb PFK block	Menin MLL FP TR	B2AR arrestin	GALK inh
N#CCC(=O)Nc1ccc(C(=O)Nc2cccc(S(N)(=O)=O)c2)cc1
  2%	8%	?	-2%	-9	-1	?	6%	.	-0.3%	.
CCN(CC)c1ccc(/C=C(\C#N)C(=O)c2ccc(Br)cc2)cc1
  -29%	12%	-1%	?	-16	0	-5%	4%	?	-0.4%	.
COc1ccc(S(=O)(=O)NCC(c2ccc3c(c2)OCO3)N2CCOCC2)cc1 (stereo unspecified)
  2%	14%	7%	1%	-8	.	.	-6%	.	-0.7%	.
COc1ccc(CNc2cc(C)nc3ccc(OC)cc23)cc1
  8%	-46%	-7%	-1%	-3	1	15%	3%	?	-0.8%	-4%
O=C(CCN1C(=O)CSc2ccccc21)Nc1cccc(C(F)(F)F)c1
  -3%	-19%	?	-2%	1	.	.	-2%	.	-0.5%	.
CC(SCc1ccccc1)C(=O)Nc1ccccc1F (stereo unspecified)
  -1%	-7%	1%	-3%	-29	0	0%	-13%	-10%	0.0%	-6%
CN(C(=O)Cn1cc(C(F)(F)F)ccc1=O)c1c(N)n(Cc2ccccc2)c(=O)[nH]c1=O
  6%	1%	-6%	0%	0	0	-1%	-3%	.	-0.2%	1%
O=C(Nc1ccc(Cl)cc1)N1CCC(c2nc(-c3cccs3)no2)CC1
  -20%	30%	?	0%	-5	1	-17%	0%	46%[activator]	3.1%	-5%
COc1cccc(-c2nc(N3CCCC3)c3ccccc3n2)c1O
  -13%	3%	?	-6%	8	2	-5%	-7%	.	0.0%	2%
Clc1ccccc1-c1nn2c(Cn3cnc4ccccc43)nnc2s1
  -5%	1%	-10%	-5%	2	2	4µM*	-1%	-9%	0.0%	2%
Cc1ccc(C)c(OCC(=O)NNC(=O)CSC(=S)N2CCCC2)c1
  3%	-4%	-4%	0%	-1	.	.	2%	.	-1.0%	.
Cc1ccc(Cl)cc1N1CCN(C(=O)Cc2csc(Nc3nc(=S)[nH]c4ccccc34)n2)CC1
  42%[activator]	-34%	-1%	6%	-7	-5	4%	1%	-12%	0.0%	12%
CC1CN(C(=O)N2c3ccccc3Sc3ccccc32)CC(C)O1 (stereo unspecified)
  -1%	0%	-1%	-1%	-6	2	3%	1%	-19%	0.0%	.

# Some of the compounds tested (hit frequency here may not be typical).
